# High-throughput results from PubChem BioAssay.
# DAGLB inhibitor: blocks human DAGLB lipase activity; hit rate 0.059% among 340,000; HEK293T DAGLB membrane lysate, EnzChek fluorogenic substrate; inhibition, % at 5.17 µM; Q8NCG7; in the data active means inhibition above about 34%;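 further: 0% = enzyme with vehicle and 100% = wells lacking enzyme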
# Target sequence (Q8NCG7 whole entry, looked up): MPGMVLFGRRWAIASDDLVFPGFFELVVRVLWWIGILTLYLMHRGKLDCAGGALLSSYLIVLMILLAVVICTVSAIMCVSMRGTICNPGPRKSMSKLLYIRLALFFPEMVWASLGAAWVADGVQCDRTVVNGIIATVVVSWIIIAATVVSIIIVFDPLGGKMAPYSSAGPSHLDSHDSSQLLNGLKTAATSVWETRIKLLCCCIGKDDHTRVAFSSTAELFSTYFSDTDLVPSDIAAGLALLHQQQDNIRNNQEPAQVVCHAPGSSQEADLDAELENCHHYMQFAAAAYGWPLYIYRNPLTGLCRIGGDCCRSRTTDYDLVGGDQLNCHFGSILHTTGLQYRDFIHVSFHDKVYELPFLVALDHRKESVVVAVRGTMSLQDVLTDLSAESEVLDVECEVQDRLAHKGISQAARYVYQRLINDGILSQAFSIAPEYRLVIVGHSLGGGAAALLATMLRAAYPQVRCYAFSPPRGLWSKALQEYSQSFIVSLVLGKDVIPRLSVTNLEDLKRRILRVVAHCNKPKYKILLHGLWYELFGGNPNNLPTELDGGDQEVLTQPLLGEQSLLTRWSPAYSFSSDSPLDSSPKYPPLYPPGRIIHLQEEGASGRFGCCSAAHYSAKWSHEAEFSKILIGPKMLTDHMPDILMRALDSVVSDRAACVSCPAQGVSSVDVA
# HTR5A inv ctr: HTR5A inverse agonism, opioid heterodimer counter-screen; HTR5A cell line, luminescence; inhibition, % at 9.3 µM; hit rate 0.083% among 340,000; AID 504634; in the data active means inhibition mostly above about 23%, no sharp cut-off; inactive means mostly below about 18%;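 further: 0% = cells with DMSO and 100% = no-cell wells with DMSO; some compounds called inactive have numbers as strong as hits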
# PKA-R2B activ: PKA-R2B complex activation. P22694+P31323. PKA-R2B holoenzyme dissociation, Cy5-IP20 fluorescence polarization; R2B truncated from residue 108, S112A mutant; 0% DMSO only, 100% 113 µM cGMP. activation, % at 11.4 µM. hit rate 0.079% among 340,000. AID 504700;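 active means activation above a cutoff set at the mean over all compounds plus 3 SD, cut at about 18% in these data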;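 further: higher means more holoenzyme dissociation and a rise in polarization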
# Target sequence (P31323 whole entry, looked up, other chains not shown, the tested form may be a part): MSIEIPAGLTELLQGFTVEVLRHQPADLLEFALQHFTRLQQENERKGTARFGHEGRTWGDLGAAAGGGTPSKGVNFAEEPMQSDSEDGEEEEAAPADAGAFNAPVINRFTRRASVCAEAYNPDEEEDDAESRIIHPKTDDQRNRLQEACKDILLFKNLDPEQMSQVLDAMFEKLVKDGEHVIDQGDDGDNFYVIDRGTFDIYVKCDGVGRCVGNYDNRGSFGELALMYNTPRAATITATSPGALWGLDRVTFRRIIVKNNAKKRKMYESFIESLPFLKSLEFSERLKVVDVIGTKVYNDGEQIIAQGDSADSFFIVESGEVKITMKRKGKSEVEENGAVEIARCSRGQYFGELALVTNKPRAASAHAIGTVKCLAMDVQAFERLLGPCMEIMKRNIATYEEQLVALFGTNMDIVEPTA
# Tat export inh: blocks Tat-dependent protein export in E. coli. hit rate 0.036% among 340,000. inhibition, % at 10 µM. E. coli MC4100 TorA-mCherry Tat export, fluorescence;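 active means mean replicate inhibition at least 50% and at least half of replicates individually reaching 50%; inconclusive means only one of the two criteria met; inactive means neither criterion met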;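 further: exported cargo escapes ClpAP degradation while cytoplasmic cargo is degraded and loses fluorescence; 0% = median of neutral control wells and 100% = median of NaSCN control wells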
# HTR5A ag ctr: activates human HTR5A in OPRM1-OPRD1 agonist counter-screen; P47898; HTR5A agonist assay, luminescence, cell-based; activation, % at 9.3 µM; hit rate 0.61% among 340,000; in the data active means activation mostly above about 9.5%, no sharp cut-off; inactive means mostly below about 7.6%;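 further: 0% = cells with vehicle only and 100% = reference agonist; strong numbers were not always called active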
# Ecoli viability: reduces bacterial viability in AddAB counter-screen. E. coli V3065 growth, OD600 absorbance, 18 h. inhibition, % at 11.9 µM. hit rate 0.27% among 330,000. AID 449728;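 active means inhibition above the campaign's mean inhibition across all tested compounds plus 3 SD, cut at about 9.9% in these data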;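 further: uninfected addAB+ strain grown without phage in ampicillin broth; 0% = DMSO wells and 100% = ciprofloxacin 0.95 µg/ml wells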
# phage Ecoli inh: E. coli growth loss with phage present | hit rate 0.26% among 360,000 | inhibition, % at 11.9 µM | growth absorbance; in the data active means inhibition above about 11%
# PKA-R1A act: activates the PKA-R1A holoenzyme complex. activation, % at 11.4 µM. AID 504707. P00514+P68181. hit rate 0.083% among 340,000. PKA-R1A dissociation, Cy5-IP20 fluorescence polarization; scaled: DMSO 0%, 113 µM cGMP 100%;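 active means percent activation above the mean of all tested compounds plus 3 SD, cut at about 19% in these data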;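 further: higher means more PKAc released from R1A so a rise in polarization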
# CDK5 inh: CDK5/p35 (human) kinase inhibition; Q00535+Q15078; Recombinant CDK5/p35, ADP-Glo luminescence, 60 min; inhibition, % at 10 µM; hit rate 0.01% among 330,000;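 active means highest replicate inhibition of at least 50% and at least 75% of replicates reaching 50%; inconclusive means only one of the two criteria met; inactive means both criteria failed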;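 further: plate controls were DMSO neutral control for no effect and GW8510 at 10 µM for full effect; many of its hits are not listed in these tables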
# AddAB inh: less growth of phage-infected E. coli with AddAB. E. coli expressing H. pylori AddAB, absorbance growth. inhibition, % at 11.9 µM. hit rate 0.29% among 330,000. AID 435030; in the data active means inhibition above about 12%;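 further: 0% = vehicle wells of infected cells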
# SUMO Mot1 rescue: SUMOylation pathway inhibition by Mot1-301 growth rescue | S. cerevisiae Mot1-301 growth rescue, ATP luminescence, 38.5C; percent above DMSO median, 100 means doubled | growth rescue, % at 18.8 µM | hit rate 1% among 320,000;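 active means every valid replicate shows activation above 250% relative to neutral control wells; inactive means the rest, any valid replicate at or below 250%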;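 further: OY570 slx delta 5 strain wells were the positive control but not used for scaling; some compounds called inactive have numbers as strong as hits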
# * = called active by the depositor; ? = inconclusive; . = not tested or not shown.
SMILES,DAGLB inhibitor,HTR5A inv ctr,PKA-R2B activ,Tat export inh,HTR5A ag ctr,Ecoli viability,phage Ecoli inh,PKA-R1A act,CDK5 inh,AddAB inh,SUMO Mot1 rescue
CC(C)CC(=O)N1CCN(S(=O)(=O)c2ccc(C3CCCCC3)cc2)CC1,-3,4,2,7,-2,-1.6,1.4,-2,0.5,0.4,31
COc1ccccc1N1CCN(S(=O)(=O)c2c(C(=O)N3CCOCC3)c(C)n(C)c2C)CC1,2,-5,3,-9,-4,1.3,3.2,-2,1.5,1.9,-3
CN(CC(=O)Nc1cccc(F)c1)CC(=O)Nc1cccc([N+](=O)[O-])c1,-1,14,-4,-4,-6,1.8,0.8,6,-3.6,4.5,0
COc1cc(CCCN2C(=S)NC[C@@H]2CC2CCCCC2)cc(OC)c1OC,-2,-26,3,7,0,-3.2,0.6,2,-0.8,0.9,-7
O=C(Nc1ccc(O)cc1)c1ccc2c(c1)C(=O)N(Cc1ccco1)C2=O,1,4,2,1,-4,-2.8,2.2,-8,0.5,0.7,-2
O=C(NNC(=S)Nc1cccc2ccccc12)c1cccc(Br)c1,12,-9,-6,-5,4,-3.9,0.9,-1,-1.2,0.4,3
O=C(Nc1ccc(CN2CCOCC2)cc1)c1ccc(F)cc1,0,-8,8,-5,2,-0.5,3.9,-7,2.0,1.3,2
CC(=O)Nc1ccc(/C=N/NC(=O)c2cc3cc(C)ccc3nc2C)cc1,1,-6,9,0,-2,-2.0,0.1,-6,-0.2,-3.2,8
COc1ccccc1OCc1nc2ccccc2[nH]1,-2,-1,-13,-1,0,3.3,2.6,2,-2.0,2.3,-9
O=C(c1cccs1)N1CCC(N2CCN(c3ccccc3)CC2)CC1,1,-6,-1,2,3,-3.0,-1.4,-5,0.3,1.4,36
Cn1c(=O)c2cc(S(=O)(=O)NC(C(=O)NCc3ccccn3)c3ccccc3)ccc2n(C)c1=O (stereo not drawn),-4,13,-5,-9,-4,-1.0,0.5,5,-0.7,2.7,-5
CC(C)(C)[C@@H]1C=C(C(=O)N2CCN(Cc3ccccc3)CC2)O[C@H](OCCCCO)C1,-1,-9,-11,-3,0,0.5,2.8,-1,0.4,5.0,1
Cc1cc(C)n(-c2ccnc3cc(Cl)ccc23)n1,0,2,-3,3,-1,-2.9,0.8,-9,0.5,-2.5,1
O=C(COC(=O)C1=COCCO1)Nc1ccccc1OC(F)F,1,10,-1,-11,-4,-1.2,1.7,1,-0.1,4.3,-4
COCCNc1ccc(S(=O)(=O)N2CCCC2)cc1[N+](=O)[O-],0,10,-5,-7,-4,-0.6,5.7,-2,-0.7,0.8,6
CN1CCN(C(=O)c2ccc(COc3ccc(Cl)cc3Cl)cc2)CC1,-1,8,-12,-1,-3,-2.7,1.2,-2,-0.9,-1.4,1
Cc1ccsc1CN(C)C(=O)C1CCC(=O)N(CCc2cccc(F)c2)C1 (stereo not drawn),1,-10,-8,7,2,1.3,1.8,0,-0.9,0.8,313
CCOC(=O)c1cc2sccc2n1CC(=O)OC,-4,-7,-7,2,2,-1.7,1.7,-1,-2.0,1.4,1
COc1ccc(C2C(C(C)=O)=C(C)Nc3ncnn32)cc1OC (stereo not drawn),-1,-12,-8,-3,-2,0.1,2.9,5,-2.5,2.5,-3
N#Cc1c(-c2c(Cl)cccc2Cl)noc1/C=C/Nc1ccc(C(=O)O)cc1,9,20,-6,-3,-6,-5.6,1.3,-5,1.7,-1.0,0
CC(C)NC(=S)N/N=C/c1ccc(N2CCOCC2)cc1,4,3,0,-1,-1,-0.3,2.0,-9,1.5,3.5,-13
N#Cc1ccc(CSc2nnc(NC(=O)CN3C(=O)C4CC=CCC4C3=O)s2)cc1 (stereo not drawn),-2,-12,3,3,-1,-1.9,2.7,1,0.3,1.4,3
CN(/N=C/c1ccncc1)C1=NCCN1,-3,4,-12,1,-1,-2.5,5.5,-1,-2.1,-0.9,-8
O=C(Nc1ccccn1)N1CCOCC1,0,-17,-3,7,1,-0.4,-0.5,1,-1.1,0.0,-5
CCCNC(=O)NCCC12CC3CC(CC(C3)C1)C2,-2,1,-9,-5,0,-0.9,5.8,1,-0.5,5.0,5
# Additional compounds
SMILES,DAGLB inhibitor,HTR5A inv ctr,PKA-R2B activ,Tat export inh,HTR5A ag ctr,Ecoli viability,phage Ecoli inh,PKA-R1A act,CDK5 inh,AddAB inh,SUMO Mot1 rescue
Cc1ccc2nc(NC(=O)CS(=O)(=O)Cc3ccccc3)sc2c1,4,9,5,2,-3,-1.8,0.9,-6,1.1,-0.5,20
CCOC(=O)c1cc([N+](=O)[O-])sc1N,-3,-3,-4,0,1,0.6,2.9,-6,-0.7,2.2,0
CCCSc1oc(-c2ccco2)nc1S(=O)(=O)c1ccccc1,-4,13,-2,3,-4,0.7,2.0,1,-2.3,1.4,3
CC(C)c1nnc(NC(=O)CCS(=O)(=O)c2ccccc2)s1,1,-22,-7,-2,8,1.4,-0.4,-3,-0.9,2.4,-22
Fc1cc(F)cc(-c2c(-c3ccccc3)ncc3ccc(F)cc23)c1,-7,-6,-3,1,6,-0.4,4.0,6,1.0,1.6,-17
COC(=O)c1nnn(CC(=O)NC(=O)Nc2c(C)cccc2C)c1C(=O)OC,1,7,1,1,1,0.1,2.1,1,-1.9,1.7,5
O=C(NCc1ccccc1)c1ccc(CS(=O)(=O)Cc2ccc(F)cc2)o1,0,6,2,2,-1,1.1,-0.3,3,-0.4,4.2,3
O=C1CC(c2ccccc2)CN1C(=O)c1cncc(Br)c1 (stereo not drawn),0,-42,-3,-10,0,-3.4,2.3,0,-0.7,2.4,18
CC(C)[C@H](NC(=O)c1ccc(Cl)cc1Cl)C(=O)NNc1cccc(C(=O)O)c1,-3,-17,-9,-8,4,1.9,-1.0,3,2.1,1.9,-12
O=C1CN(c2ccccc2Cl)C(=O)CN1c1ccccc1Cl,-1,6,15,-2,-4,-0.2,2.1,7,-2.0,-1.2,180
CC1CCCC(C)N1C(=O)COC(=O)c1cccc(S(=O)(=O)N(C)c2ccccc2)c1 (stereo not drawn),-1,15,-3,0,-6,-0.2,2.1,1,2.2,0.1,.
O=C(N[C@H]1C/C=C\C[C@@H](CC(=O)N(CCO)Cc2ccccc2)C(=O)N[C@H](Cc2c[nH]c3ccccc23)COC1=O)OCC1c2ccccc2-c2ccccc21,7,-14,-2,1,3,0.0,0.4,-3,2.2,0.7,-5
COc1ccc(OC)c(C(=O)CSc2nnc(-c3cccs3)o2)c1,2,17,6,?,-8,-4.7,0.5,-4,0.1,-2.3,-5
Cc1ccc(S(=O)(=O)N2CCOCC2)cc1C(=O)NCc1ccco1,1,-3,-3,-5,-4,-2.3,-0.8,-8,1.1,-0.9,42
O=S(=O)(NC1CC1)c1ccc(F)c(F)c1,-1,5,1,3,-2,1.8,-1.5,-2,1.1,4.1,1
O=C1c2c(O)cc(O)cc2O[C@@]12c1c(cc(O)c3c1O[C@H](c1ccc(O)cc1)[C@@H](O)C3)O[C@@H]2c1ccc(O)cc1,8,-4,-10,6,0,-3.1,2.5,2,-3.5,3.4,3
CCCCN1C(=O)N(CCc2ccc(F)cc2)S(=O)(=O)c2cc(C(F)(F)F)ccc21,-22,4,-6,-4,-1,-0.2,3.0,-5,0.6,0.9,.
CCOc1ccc(S(=O)(=O)NCCC(=O)Nc2nnc(C)s2)cc1,-3,-29,-7,7,10,0.8,-0.2,-3,-0.6,4.1,63
COc1cccc(C(=O)Nc2ccc3[nH]c(=O)[nH]c3c2)c1OC,1,1,1,4,2,-1.9,0.4,5,0.7,-3.4,-4
CCOC(=O)CC1C(=O)NCCN1Cc1cccc(OC)c1 (stereo not drawn),-5,-31,9,-5,11,1.4,2.2,5,-1.2,2.3,3
CN(C(=O)c1ccc(S(=O)(=O)N2CCCC2)cc1)C1CCS(=O)(=O)C1 (stereo not drawn),1,14,4,1,3,-0.2,4.9,-3,2.2,1.5,4
CCOC(=O)c1c(NC(=O)CSc2ncccn2)sc2c1CC(C)(C)NC2(C)C,0,15,-4,-6,0,-0.3,3.0,-11,-1.3,-0.2,9
O=C(Nc1ccc2c(c1)CCC2)c1cc(=O)[nH]c2ccccc12,6,3,1,-6,-1,-0.5,1.0,-1,-2.7,-1.3,-11
COc1ccc(NC(C)=O)cc1NC(=O)CN1CCN(C2c3ccccc3-c3ccccc32)CC1,0,5,8,2,-2,-0.9,0.1,-1,-0.4,0.4,86
CCCOc1ccc(-c2c(C(=O)N/N=C/c3ccc(OCC)cc3)nnn2-c2nonc2N)cc1,-2,1,-7,6,0,-0.8,3.6,-2,-2.1,2.5,-6
CCCn1c(N)c(C(=O)CSc2nnc3ccccn23)c(=O)[nH]c1=O,0,0,4,8,0,-1.0,3.3,-6,-1.2,-2.9,-18
COc1cc(NC(=O)c2[nH]cnc2C(N)=O)cc(C(=O)Nc2cccc(C(F)(F)F)c2)c1,-2,-64,-4,-12,3,2.6,.,-8,1.0,4.5,-1
COc1ccc(C(=O)Nc2cc(C(=O)NCCc3ccccc3)ccc2Cl)cc1,-25,5,2,4,-2,-1.6,1.7,2,-1.7,2.1,20

# Part of the list above in a different format:
smiles | DAGLB inhibitor | HTR5A inv ctr | PKA-R2B activ | Tat export inh | HTR5A ag ctr | Ecoli viability | phage Ecoli inh | PKA-R1A act | CDK5 inh | AddAB inh | SUMO Mot1 rescue
CN(C(=O)c1ccc(S(=O)(=O)N2CCCC2)cc1)C1CCS(=O)(=O)C1 (stereo not drawn) | 1 | 14 | 4 | 1 | 3 | -0.2 | 4.9 | -3 | 2.2 | 1.5 | 4
CCOC(=O)c1c(NC(=O)CSc2ncccn2)sc2c1CC(C)(C)NC2(C)C | 0 | 15 | -4 | -6 | 0 | -0.3 | 3.0 | -11 | -1.3 | -0.2 | 9
O=C(Nc1ccc2c(c1)CCC2)c1cc(=O)[nH]c2ccccc12 | 6 | 3 | 1 | -6 | -1 | -0.5 | 1.0 | -1 | -2.7 | -1.3 | -11
COc1ccc(NC(C)=O)cc1NC(=O)CN1CCN(C2c3ccccc3-c3ccccc32)CC1 | 0 | 5 | 8 | 2 | -2 | -0.9 | 0.1 | -1 | -0.4 | 0.4 | 86
CCCOc1ccc(-c2c(C(=O)N/N=C/c3ccc(OCC)cc3)nnn2-c2nonc2N)cc1 | -2 | 1 | -7 | 6 | 0 | -0.8 | 3.6 | -2 | -2.1 | 2.5 | -6
CCCn1c(N)c(C(=O)CSc2nnc3ccccn23)c(=O)[nH]c1=O | 0 | 0 | 4 | 8 | 0 | -1.0 | 3.3 | -6 | -1.2 | -2.9 | -18
COc1cc(NC(=O)c2[nH]cnc2C(N)=O)cc(C(=O)Nc2cccc(C(F)(F)F)c2)c1 | -2 | -64 | -4 | -12 | 3 | 2.6 | . | -8 | 1.0 | 4.5 | -1
COc1ccc(C(=O)Nc2cc(C(=O)NCCc3ccccc3)ccc2Cl)cc1 | -25 | 5 | 2 | 4 | -2 | -1.6 | 1.7 | 2 | -1.7 | 2.1 | 20
